CHRM5 antagonist – blocks acetylcholine activation of human M5 receptor. inhibition, % at 3 µM. P08912. AID 624040. 360,000 tested, 0.59% active. CHO-hM5 cells, Fluo-8 calcium fluorescence, ACh EC80;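 active = inhibition above a per-plate cutoff, the mean of that plate's test compounds plus 3 SD, cut at about 27% in these data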;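 also: 0% = acetylcholine EC80 with DMSO and 100% = DMSO without agonist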
Target sequence (P08912 whole entry, looked up): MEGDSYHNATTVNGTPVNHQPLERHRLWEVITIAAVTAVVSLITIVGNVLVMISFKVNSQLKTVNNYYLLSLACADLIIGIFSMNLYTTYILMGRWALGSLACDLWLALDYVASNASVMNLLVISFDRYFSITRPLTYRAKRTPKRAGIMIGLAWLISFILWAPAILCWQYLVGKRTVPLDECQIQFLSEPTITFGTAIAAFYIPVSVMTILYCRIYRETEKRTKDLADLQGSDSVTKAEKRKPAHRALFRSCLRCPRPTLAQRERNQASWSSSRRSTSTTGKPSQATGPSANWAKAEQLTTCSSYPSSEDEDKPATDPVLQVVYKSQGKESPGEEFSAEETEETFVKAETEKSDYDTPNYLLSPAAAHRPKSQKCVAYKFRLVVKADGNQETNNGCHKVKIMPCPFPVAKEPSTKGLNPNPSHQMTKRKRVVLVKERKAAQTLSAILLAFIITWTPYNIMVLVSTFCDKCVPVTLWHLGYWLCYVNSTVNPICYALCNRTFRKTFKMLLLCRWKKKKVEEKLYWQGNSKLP
CHO-K1 Ca antag – nonselective inhibitor or artifact in parental CHO-K1 cells | ATP-induced calcium, Fluo-8 fluorescence | inhibition, % at 3 µM | 360,000 tested, 0.6% active | AID 602250;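 active = inhibition above a per-plate cutoff, the plate's mean sample inhibition plus 3 SD, cut at about 24% in these data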;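 also: 0% = DMSO plus EC80 ATP and 100% = DMSO alone without ATP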
CHRM4 antagonist – blocks acetylcholine activation of human M4 receptor. P08173. CHO-hM4 cells, ACh EC80, Fluo-8 calcium fluorescence. inhibition, % at 3 µM. 360,000 tested, 0.73% active;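 active = inhibition above its plate's cutoff, the mean inhibition of sample wells plus 3 SD, cut at about 27% in these data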;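 also: 0% = acetylcholine EC80 with DMSO and 100% = DMSO without agonist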
Target sequence (P08173 whole entry, looked up): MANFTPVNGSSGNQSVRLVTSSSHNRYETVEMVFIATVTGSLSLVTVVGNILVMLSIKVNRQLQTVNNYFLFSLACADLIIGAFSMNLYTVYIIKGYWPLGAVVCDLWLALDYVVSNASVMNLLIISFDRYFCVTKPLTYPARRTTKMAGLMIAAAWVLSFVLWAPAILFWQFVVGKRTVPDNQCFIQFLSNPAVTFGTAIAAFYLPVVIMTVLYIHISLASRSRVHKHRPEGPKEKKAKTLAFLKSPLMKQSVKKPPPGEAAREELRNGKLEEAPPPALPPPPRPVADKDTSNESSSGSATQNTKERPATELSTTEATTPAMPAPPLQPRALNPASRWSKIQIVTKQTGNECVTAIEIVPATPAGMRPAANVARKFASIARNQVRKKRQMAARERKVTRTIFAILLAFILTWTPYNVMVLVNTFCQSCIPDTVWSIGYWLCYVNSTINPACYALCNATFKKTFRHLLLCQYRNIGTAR
M5 PAM – positive allosteric modulators of human muscarinic M5 receptor. P08912. CHO-K1 hM5, Fluo-8 calcium, ACh EC20 PAM; 0% = ACh EC20, 100% = ACh EC100. activation, % at 3 µM. 360,000 tested, 0.3% active. AID 624038;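 active = activation above the run cutoff, the mean activation of all test compounds plus 3 SD, cut at about 18% in these data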
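Assay system: CHO-K1 hM5 cells. Also added: acetylcholine at EC20 concentration, added after compound. Dosing: 3 µM, single dose. Times: compound preincubation 140 s before EC20 acetylcholine addition. Signal: Fluo-8 calcium fluorescence. Measure: % activation relative to EC20 and EC100 ACh responses. Repeats: singlicate, one well per test compound.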
M5 ag – CHRM5 agonism in calcium assay | activation, % at 3 µM | CHO-K1 hM5 cells, Fluo-8 calcium fluorescence; 0% DMSO wells, 100% maximal acetylcholine response | 360,000 tested, 0.19% active | AID 624037 | P08912;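 active = activation above the run's mean over test compounds plus 3 SD, cut at about 23% in these data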;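 also: signal is peak over basal fluorescence ratio across the kinetic read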
CHRM4 PAM – positive allosteric modulators of human muscarinic M4 receptor; activation, % at 3 µM; AID 624126; P08173; 360,000 tested, 0.4% active; CHO-K1 hM4/Gqi5, Fluo-8 calcium fluorescence, ACh EC20; 0% = ACh EC20, 100% = maximal ACh;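 active = activation above its plate's cutoff, the mean activation of sample wells plus 3 SD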; also: some results filed as inactive read as strong as hits
CHO-K1 Ca PAM – counter-screen for M1 PAMs: effect in parental CHO-K1 cells; ATP EC20, Fluo-8 calcium fluorescence; 0% at ATP EC20, 100% at ATP max; activation, % at 3 µM; 360,000 tested, 0.02% active;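 active = activation above the run cutoff, the mean activation of all test compounds plus 3 SD, cut at about 40% in these data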;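 also: peak over basal fluorescence ratio in a 140 s read after ATP addition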
CHO-K1 Ca ag – counter-screen for M1 agonists: effect in parental CHO-K1 cells | Fluo-8 calcium fluorescence; scaled to maximal ATP response, vehicle zero | activation, % at 3 µM | 360,000 tested, 0.48% active; in the data active = activation above about 15%;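 also: untransfected CHO-K1 host cells lacking M1 receptor as counterscreen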
CHRM4 agonist – CHRM4 agonism in calcium assay; P08173; CHO-K1 hM4/Gqi5, Fluo-8 calcium fluorescence; vehicle 0%, full acetylcholine response 100%; activation, % at 3 µM; 360,000 tested, 0.14% active;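 active = activation above the run mean over all test wells plus 3 SD, cut at about 32% in these data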;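 also: peak over basal fluorescence ratio per well then scaled between controls; 0% = DMSO wells and 100% = acetylcholine at EC100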
Starred values were filed as active, the others as inactive.

SMILES	CHRM5 antagonist	CHO-K1 Ca antag	CHRM4 antagonist	M5 PAM	M5 ag	CHRM4 PAM	CHO-K1 Ca PAM	CHO-K1 Ca ag	CHRM4 agonist
COc1ccc2c(c1OC)C(=O)N(c1cccc(C(F)(F)F)c1)C2	-9	-15	-9	-4	-3	10	-8	0.0	0
CC(C)(C)c1csc(NC(=O)CSC2=NCCS2)n1	7	-8	5	-5	-3	-4	-14	5.2	7
COc1ccc(NC(=O)CSc2nnc(N)s2)c([N+](=O)[O-])c1	5	-11	-6	5	0	4	8	0.4	-1
COCc1cc(C)nc2sc(C(=O)NN)c(-n3cccc3)c12	16	-18	0	-2	-1	1	22	1.4	0
COc1cc2[nH]c(=O)n(CCCCCC(=O)N3CC=C(c4ccccc4)CC3)c(=O)c2cc1OC	3	-11	8	-8	1	-15	13	2.5	8
CCCOc1ccc(-c2csc3nc[nH]c(=O)c23)cc1	7	-6	6	-8	1	-2	12	0.7	6
CC(=O)Nc1ccc(S(=O)(=O)NC2=C(N3CCN(C)CC3)C(=O)c3ccccc3C2=O)cc1	4	-8	-4	2	-3	8	-9	0.8	0
COc1ccc(C(=O)N2CCCCCC2)cc1OC1CCN(C(C)=O)CC1	-1	2	-9	10	-2	1	-4	-0.2	2
COc1ccc(C(=O)NNC(=O)Cc2coc3cc(OC)ccc23)cc1	-5	4	-4	-1	3	3	-21	-0.9	0
COc1ccccc1NS(=O)(=O)c1c(C)nc2sccn2c1=O	4	0	-1	-2	2	-1	8	0.5	1
COc1ccc(/C(C)=N/OC/C(O)=C(\C#N)c2nc3ccccc3[nH]2)c(OC)c1	9	-3	-6	-7	-2	8	19	1.6	5
Cc1cc(SCC(=O)NCC2CCCO2)nc2ccccc12 (stereo unspecified)	3	5	7	0	23*	-4	-5	6.0	8

Random excerpt: 2 entries already listed, in no set order.
SMILES	CHRM5 antagonist	CHO-K1 Ca antag	CHRM4 antagonist	M5 PAM	M5 ag	CHRM4 PAM	CHO-K1 Ca PAM	CHO-K1 Ca ag	CHRM4 agonist
COc1ccc2c(c1OC)C(=O)N(c1cccc(C(F)(F)F)c1)C2	-9	-15	-9	-4	-3	10	-8	0.0	0
COCc1cc(C)nc2sc(C(=O)NN)c(-n3cccc3)c12	16	-18	0	-2	-1	1	22	1.4	0

Structural class: the entries above containing a thiophene ring, fused or not (two)
SMILES	CHRM5 antagonist	CHO-K1 Ca antag	CHRM4 antagonist	M5 PAM	M5 ag	CHRM4 PAM	CHO-K1 Ca PAM	CHO-K1 Ca ag	CHRM4 agonist
COCc1cc(C)nc2sc(C(=O)NN)c(-n3cccc3)c12	16	-18	0	-2	-1	1	22	1.4	0
CCCOc1ccc(-c2csc3nc[nH]c(=O)c23)cc1	7	-6	6	-8	1	-2	12	0.7	6

Continuation.
SMILES	CHRM5 antagonist	CHO-K1 Ca antag	CHRM4 antagonist	M5 PAM	M5 ag	CHRM4 PAM	CHO-K1 Ca PAM	CHO-K1 Ca ag	CHRM4 agonist
O=C(CSCC(=O)N1CCCCC1)Nc1nc(-c2ccccc2)c(-c2ccccc2)s1	1	-14	-1	-5	-2	-3	9	0.8	-1
COc1ccccc1C1CC(c2ccccc2)=NN1C(=S)Nc1ccccc1 (stereo unspecified)	7	-15	-8	2	-4	-1	21	11	-1
O=C(O)C1CCCN1c1nc(C(F)(F)F)nc2ccccc12 (stereo unspecified)	11	-12	-2	-5	-6	-1	21	1.2	2
CN(C)CC#CCOC(c1ccccc1)c1ccccc1	26	-12	27*	-35	-17	-24	-6	0.2	0
O=C(Nn1cc(C(=O)Nc2ccccc2F)c2ccccc2c1=O)c1cnccn1	8	-2	8	2	0	2	11	2.1	4
COc1ccc(Cl)cc1NC(=O)Cn1nc(-c2ccc(C)cc2)n(C)c1=S	10	-2	-9	-17	4	1	18	9.0	8
C/C(=N\NC(=O)CC(C)C)c1ccc(Cl)c(Cl)c1	-4	-2	-2	7	-6	3	13	0.1	1
CC(C)N(C(=O)[C@H]1C[C@H](CC(=O)NCc2cccc(C(F)(F)F)c2)C(=O)N2CCc3c([nH]c4cc(CCC(=O)N(C)C)ccc34)[C@]12C)C(C)C	3	1	9	5	-1	-3	-5	-0.4	-1
Cc1cc(/C=C(\C#N)C(=O)OCC(=O)Nc2ccc(OC(F)F)cc2)c(C)n1CC(C)C	8	1	-4	-16	-3	-10	15	4.0	5
O=[N+]([O-])c1ccccc1S(=O)(=O)Nc1cccc(-c2ccc(N3CCOCC3)nn2)c1	0	-2	3	-1	3	3	2	1.3	2
Fc1ccc(Cn2cccc2C2=NC(c3ccccc3)CO2)cc1 (stereo unspecified)	-1	23	1	1	-3	-7	-11	-0.2	-1
COc1ccc(N2C(=O)CCC(C(=O)N3CCC(C(N)=O)CC3)C2c2ccc(F)cc2)cc1 (stereo unspecified)	0	-9	-1	-4	1	-1	-2	0.1	1
COc1cc(N)ccc1NC(=O)c1cccs1	3	-11	5	3	-4	-3	9	-0.2	1
O=C(O)CSc1nc2ccccc2n1-c1ccccc1	1	-8	0	6	2	6	22	0.4	3
CN(C)S(=O)(=O)c1cccc(NC(=O)CN2C(=O)NC(Cc3ccccc3)C2=O)c1 (stereo unspecified)	3	-10	7	-5	1	0	8	0.3	1
NS(=O)(=O)c1cccc(NC(=O)CCSc2ccc(Cl)cc2)c1	2	2	2	-2	-1	-7	12	1.5	1
CCNc1nc(SCCOc2ccc(C)cc2)nc(N(C)C)n1	-3	0	4	1	1	6	8	0.5	1
Cc1cc(S(=O)(=O)Nc2ccc(C(=O)N3CCN(c4ccccc4O)CC3)cc2)ccc1F	21	8	6	-13	1	-9	-12	5.5	20
Cc1sc2ncnc(SCC(=O)NNC(=O)c3ccco3)c2c1C	5	-18	3	1	1	-1	27	0.4	1
C/C(=N\OC(=O)c1ccc(F)cc1)c1nccs1	9	4	-4	-1	-4	-2	15	0.6	0
Cc1nc2c(OCc3ccc(Cl)cc3Cl)cccn2c1N(C)CC1CC1	14	6	38*	-15	2	-16	-15	3.6	4
CC1(C)NC(=O)N(CC(=O)OCC(=O)Nc2c(Br)cc([N+](=O)[O-])cc2Br)C1=O	4	-5	-1	-5	4	-1	2	2.0	7
CCCCN(CCCNC(=S)NCCCc1cnc[nH]1)c1ccc(Br)cn1	-3	-2	-4	1	-3	-1	7	0.3	5
Cn1cc2cc([N+](=O)[O-])ccc2n1	-1	0	8	8	1	-3	10	0.4	0
CNc1c(NS(=O)(=O)c2cc(Cl)ccc2OC)c(=O)oc2ccccc12	5	-8	-25	-7	3	-1	2	4.2	14
O=C(O)c1ccc(N/N=C/C=C/c2ccccc2)cc1	13	-6	-1	-4	3	3	5	0.5	2
CCOc1cc(Cl)c(S(=O)(=O)NCc2ccccn2)cc1Cl	-1	-11	2	-11	7	-5	0	12	5
Cc1cc(C(=O)CSc2nnnn2-c2ccc(O)cc2)c(C)n1Cc1ccc2c(c1)OCO2	-4	-1	-4	-6	-1	-1	1	0.1	1
Cc1cnc(C(=O)OCC(=O)Nc2oc(-c3ccccc3)c(-c3ccccc3)c2C#N)cn1	-1	-14	-1	-3	1	0	16	0.1	0
CSCCC(NS(=O)(=O)c1cccs1)C(=O)NCc1cccs1 (stereo unspecified)	2	-15	-19	2	0	8	11	0.2	2
CCOc1ccc(S(=O)(=O)N(C)CC(=O)NCc2ccccn2)cc1	2	-12	-3	5	-2	-3	0	0.0	1
O=C(N/N=C/c1cccnc1)c1cc2ccccc2cc1O	3	-13	-2	5	1	-1	15	2.2	2
Cc1ccccc1C1=NC(c2ccc(F)cc2F)ON1 (stereo unspecified)	2	-3	-1	-4	-2	-1	9	0.1	0
CC1=N/C(=C\c2ccccc2Cl)C(=O)O1	-6	-9	-11	13	4	6	-1	-0.2	1
Cc1cc(C(=O)CSc2nnnn2-c2ccc(O)cc2)c(C)n1C	7	9	6	1	6	-6	-2	0.4	0
COc1ccc(-c2nc3scc(-c4ccc(OC)c(OC)c4)c3c(=O)o2)cc1	8	8	3	-5	-1	11	-10	0.2	0
COc1ccccc1Cc1nc(-c2cccnc2)no1	14	3	15	-17	1	-10	0	5.7	23
CC1CN(c2cc(=O)n(Cc3ccc(F)cc3)c(=O)[nH]2)CC(C)O1 (stereo unspecified)	-2	-8	-12	-1	1	-2	17	-0.2	0
CCN(CC)CCNC(=S)N1CCn2c(nc3ccccc32)C1	1	-8	10	-4	-7	-11	18	3.3	1
O=c1cc(CN2CCN(c3ccccc3O)CC2)nc2sccn12	-4	-15	-3	11	0	8	16	-0.1	1
COCCn1c(C)cc(C(=O)CSc2ccc3ccccc3n2)c1C	6	-5	2	-4	-2	1	26	2.5	6
CCC(C)NC(=O)NC(=O)CSc1nnc(-c2ccccc2F)n1C1CC1 (stereo unspecified)	17	-4	1	-2	-1	-8	-6	1.5	1
Cc1cccc(-c2noc(-c3ccc(Cl)cc3[N+](=O)[O-])n2)c1	0	1	6	-2	-2	0	17	-0.5	0
CCOC(=O)c1ccc(S(=O)(=O)Nc2cc(C(=O)O)ccc2Cl)cc1	-1	-6	0	8	3	9	15	0.3	1
CC(C)CCSc1nnc(N)s1	12	-8	7	-6	1	-9	-3	0.1	-1
Cc1cccc(C)c1NC(=S)N1CCCCCC1	9	-6	-6	-1	-4	7	3	0.3	2
COc1ccc(CNCC(O)(c2ccccc2)c2ccc(Cl)cc2)cc1 (stereo unspecified)	19	-1	28*	-10	2	-17	1	2.4	14
Cc1n[nH]c(=O)c2c(NC(=O)CSc3c(Cl)cccc3Cl)oc(C)c12	12	7	-6	-7	4	5	12	3.5	15
Cc1c(NS(=O)(=O)c2ccc(N=NN(C)C)cc2)c(=O)n(-c2ccccc2)n1C	12	-6	2	-1	-3	-2	-2	0.0	2
COc1ccc(Nc2cc(C(=O)NCCCN3CCN(C)CC3)c3ccccc3n2)c(OC)c1	-5	6	0	0	-6	4	9	-0.2	2
C/C(=N\NC(=O)c1cc(C)nc2ccccc12)c1ccc([N+](=O)[O-])cc1	7	8	-3	3	-5	-1	0	2.7	1
Cc1ccc(N2CCC3CC2c2cc(-c4ccc(C(F)(F)F)cc4)ccc23)cc1 (stereo unspecified)	-1	9	3	3	2	0	-7	-0.5	0
O=C(/C=C/c1cccs1)NCc1ccc2c(c1)OCO2	-4	-4	1	2	-4	-3	3	1.9	1
O=C(O)CC1(CC(=O)Nc2cc(F)ccc2Cl)CCCCC1	4	-1	0	0	-2	-8	-15	-0.2	0
C=CCN(CC(=O)NCc1ccc(OC)cc1)C(=O)c1csnn1	1	2	6	0	-1	-1	6	-0.2	0
COc1ccc(/C(O)=C2/C(=O)C(=O)N(CCN3CCNCC3)C2c2cccc([N+](=O)[O-])c2)cc1 (stereo unspecified)	2	-5	4	-4	-4	2	-7	0.5	1
COc1ccc(NS(=O)(=O)c2cccc(NC(=O)CCS(=O)(=O)c3ccccc3)c2)cc1	6	-3	13	1	-1	2	12	2.8	4
N#C/C(Cn1c[n+](NC(=O)Nc2ccccc2)cn1)=N/O	0	-1	-6	2	0	4	5	-0.1	0
CN(c1ccccc1)S(=O)(=O)c1cccc(C(=O)Nc2nccs2)c1	3	-17	-7	3	-3	-9	23	4.1	6
C=CCOc1ccc(C2/C(=C(/O)c3ccc4c(c3)CC(C)O4)C(=O)C(=O)N2CCCN2CCOCC2)cc1 (stereo unspecified)	1	10	-1	-5	-3	5	-25	0.5	2
CN(CC1CCCO1)S(=O)(=O)c1ccc(C(=O)Nc2nc3cc4c(cc3s2)OCO4)cc1 (stereo unspecified)	-6	8	-8	-5	4	3	1	1.5	3
